# Screening results: PubChem, National Center for Advancing Translational Sciences (NCATS)
# TRHR PAM – qHTS for Small Molecule Agonists and Allosteric Enhancers of Human TRH Receptor: Primary Screen for Enhancers; Thyrotropin-releasing hormone receptor (Homo sapiens), P34981; TRHR cells, fluo-8 calcium fluorescence, EC20 TRH enhancement; enhancement, % at 2 µM; 0.66% of 360,000 active; AID 493056, 2011; in the data active = enhancement above about 30%; also: 0% is about no effect
#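 TRHR-expressing cells loaded with fluo-8 calcium dye were read kinetically (ex 480/em 530) during compound addition, then stimulated with an EC20 of TRH (10 nM final). Enhancement of the Gq-mediated intracellular calcium response was scored.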
# D2 antagonist – HTS Assay for Allosteric Antagonists of the Human D2 Dopamine Receptor: Primary Screen for Antagonists; inhibition, % at 10 µM; D(2) dopamine receptor (Homo sapiens), P14416; HEK293 TREx D2 cells, calcium flux, dopamine EC80; 2% of 340,000 active; AID 485344, 2010; in the data active = inhibition above about 30%; also: 0% is about no effect
# Target sequence (P14416 whole entry, looked up): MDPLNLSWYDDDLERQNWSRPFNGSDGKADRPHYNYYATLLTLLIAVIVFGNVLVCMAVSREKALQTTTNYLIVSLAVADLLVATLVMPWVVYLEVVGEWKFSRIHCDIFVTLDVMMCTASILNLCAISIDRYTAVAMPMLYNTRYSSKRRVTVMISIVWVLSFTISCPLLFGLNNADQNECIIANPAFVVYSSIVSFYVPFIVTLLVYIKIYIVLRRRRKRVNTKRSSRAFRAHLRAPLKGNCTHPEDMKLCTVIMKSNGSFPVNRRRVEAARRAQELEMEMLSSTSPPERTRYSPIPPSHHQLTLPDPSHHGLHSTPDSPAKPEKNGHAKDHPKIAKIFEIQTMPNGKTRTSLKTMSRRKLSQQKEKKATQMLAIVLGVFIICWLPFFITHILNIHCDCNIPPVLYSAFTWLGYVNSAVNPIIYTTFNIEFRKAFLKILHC
#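 Calcium flux kinetic readout in an inducible HEK293 TREx D2 line plated overnight at 30 C. After 180 s compound exposure, an EC80 dopamine challenge follows with another 180 s kinetic read to detect antagonism.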
# RXFP1 antagonist – qHTS Assay for Antagonists of the Relaxin Receptor RXFP1; Relaxin receptor 1 (Homo sapiens), Q9HBX9; HEK293-RXFP1, relaxin-stimulated cAMP HTRF, 30 min; active compounds read low; activity change, negative = inhibition, % at 57.5 µM; 0.59% of 350,000 active; AID 1259400, 2018;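 active = activity change of -60% or lower, but not beyond a set lower limit; inconclusive = change between -60% and -40%, or beyond the set limit; inactive = change above -40%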; also: % is scaled to controls: 0 for no effect and ±100 for the full control effect
# D1 antagonist – Antagonist of Human D 1 Dopamine Receptor: qHTS | D(1A) dopamine receptor (Homo sapiens), P21728 | HEK293 TREx D1 cells, calcium flux, dopamine EC80; active compounds read low | activity change, negative = inhibition, % at 10 µM | 3.2% of 360,000 active; in the data active = activity change below about -30%; also: % is scaled to controls: 0 for no effect and ±100 for the full control effect
# Target sequence (P21728 whole entry, looked up): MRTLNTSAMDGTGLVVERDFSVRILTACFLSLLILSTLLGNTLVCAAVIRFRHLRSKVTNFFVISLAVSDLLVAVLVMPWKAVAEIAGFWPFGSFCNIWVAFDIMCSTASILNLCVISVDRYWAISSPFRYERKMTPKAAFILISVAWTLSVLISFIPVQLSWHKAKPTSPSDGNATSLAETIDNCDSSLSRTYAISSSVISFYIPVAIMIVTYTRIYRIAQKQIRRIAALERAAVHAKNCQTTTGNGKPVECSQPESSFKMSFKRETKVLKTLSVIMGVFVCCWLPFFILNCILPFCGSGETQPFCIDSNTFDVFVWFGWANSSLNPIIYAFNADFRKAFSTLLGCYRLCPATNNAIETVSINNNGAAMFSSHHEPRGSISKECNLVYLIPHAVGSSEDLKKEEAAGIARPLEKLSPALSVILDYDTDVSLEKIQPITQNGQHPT
#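 Allosteric or orthosteric antagonism assessed as attenuation of the calcium response to EC80 dopamine, added 180 s after compound, in induced HEK293 Trex D1 cells loaded with no-wash calcium dye.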
# RXFP1 ag – qHTS Assay for Agonists of the Relaxin Receptor RXFP1 | Relaxin receptor 1 (Homo sapiens), Q9HBX9 | HEK293T-RXFP1 cAMP TR-FRET, 30 min; response scale: percent of porcine relaxin response, buffer zero | Potency, µM (doses to about 57.5 µM), inactives show top-dose activation, usual class: activators | 0.3% of 370,000 active | AID 2676, 2010; active = well fitted activation curve with a large enough effect; inconclusive = small, poorly fitted or top-dose-only effect; also: potency is read from the fitted curve at half-maximal effect; % is scaled to controls: 0 for no effect and ±100 for the full control effect; nearly all actives have a fitted effect of over 60% in size; many of its hits are not listed in these tables
#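 HEK293T cells stably expressing RXFP1 were pretreated with the PDE4 inhibitor Ro 20174, exposed to compounds for 30 min at 37C, lysed, and cAMP was read by TR-FRET. Data normalized to buffer (basal) and 29 nM porcine relaxin (100%).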
# D1 PAM – Potentiators of Human D1 Dopamine Receptor: qHTS; D(1A) dopamine receptor (Homo sapiens), P21728; HEK293 TREx D1 cells, calcium flux, dopamine EC20 potentiation; potentiation, % at 10 µM; 0.036% of 360,000 active; in the data active = potentiation above about 30%; also: 0% is about no effect
# D2 PAM – HTS Assay for Positive Allosteric Modulators of the Human D2 Dopamine Receptor: Primary Screen for Potentiators; HEK293 T-REx D2, calcium flux, EC20 dopamine potentiation; 0.34% of 340,000 active; potentiation, % at 10 µM; AID 485347, 2010;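 active = potentiation over 3 SD above the plate norm, cut at about 30% in these data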; also: 0% is about no effect
#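 Primary screen. Calcium kinetics in induced HEK293 T-REx D2 cells: compound pre-addition 180 s, EC20 dopamine, 180 s more.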
# D2 ag – HTS Assay for Allosteric Agonists of the Human D2 Dopamine Receptor: Primary Screen for Agonists. D(2) dopamine receptor (Homo sapiens), P14416. HEK293 T-REx D2 cells, calcium flux agonist mode. activation, % at 2 µM. 0.53% of 340,000 active. AID 485358, 2010;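 active = activation over 3 SD above normal in the single-dose calcium agonist read, cut at about 30% in these data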; also: 0% is about no effect
#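 Tetracycline-induced HEK293 Trex cells with D2 receptor force-coupled to calcium signaling, plated overnight at 30 C and loaded with no-wash calcium dye. Calcium flux read kinetically for 180 s after compound addition; responses flag agonists.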
# D1 ag – Allosteric Agonists of the Human D1 Dopamine Receptor: qHTS; 1% of 360,000 active; activation, % at 2 µM; AID 504660, 2011; HEK293 T-REx D1 cells, calcium flux, agonist mode; in the data active = activation above about 30%; also: 0% is about no effect
#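 Tetracycline-induced HEK293 TREx D1 cells, force-coupled to calcium signalling, were dye-loaded with a no-wash calcium kit. Compound was pin-added after a 10 s baseline. Fluorescence was read kinetically at 1 cycle/s for 180 s, with calcium rises flagged as agonism.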
# * = called active by the depositor; ? = inconclusive; nt = no result given.
compound	RXFP1 antagonist	D2 PAM	TRHR PAM	D2 antagonist	D2 ag	D1 antagonist	D1 ag	D1 PAM	RXFP1 ag
O=C(NC1CCCC1)c1ccc(CNc2c(N3CCOCC3)c(=O)c2=O)cc1	nt	1	4	-2	1.1	3	1	-1	-0.2%
CCN(CC)c1ccc(NC(=O)c2cc3c(OC)cccc3[nH]2)cc1	0	-15	3	-4	-0.4	-7	1	2	-2.4%
Cc1cc(C)c(C(=O)CSc2nnc(N)s2)cc1C	21	-1	-3	10	-1.0	11	2	3	0.5%
Cc1cccc2cc(-c3nc(-c4cccs4)no3)c(=O)oc12	-4	3	2	nt	-0.4	2	1	-2	24%
Cc1ccc(CNC(=O)c2cc(S(=O)(=O)N3CCCCC3)ccc2N2CCOCC2)cc1	-8	12	-1	-9	1.0	1	2	-6	2.1%
CCOC(=O)c1cn2nc(Oc3ccc(NC(C)=O)cc3)ccc2n1	4	-7	5	-20	-0.2	32	1	1	11%
O=C(Cn1nnc(-c2cccs2)n1)N1CCc2ccccc2C1	7	-2	-4	-15	3.4	-2	0	-1	0.0%
CCOC(=O)N1CCN(C(=O)c2c(O)c3cccc4c3n(c2=O)CC4)CC1	-5	37*	-1	15	-0.4	16	1	-4	1.4%
Cc1nnc(OC(C)C)c2nn(-c3ccccc3F)c(C)c12	-10	-8	-6	-2	-0.2	4	0	-5	-1.3%
CCN(c1ccccc1)S(=O)(=O)c1ccc(C(C(=O)OC)C(=O)OC)c([N+](=O)[O-])c1	-24	-4	2	5	-0.6	6	1	-4	1.0%
Cc1cc(F)ccc1S(=O)(=O)N1CCCCC1CCNC(=O)C(=O)NCCN1CCOCC1 (configuration not stated)	-3	4	8	-4	0.3	7	0	6	0.1%
CCOC(=O)c1cnc(SCC(=O)Nc2cc(OC)ccc2OC)nc1N	4	5	3	3	0.0	-19	13	-6	-1.3%
Cc1onc(-c2c(Cl)cccc2Cl)c1NC(=O)NNc1ccccc1	-8	6	-7	6	0.2	-8	0	-3	-0.8%
Cc1nc(-c2ccc(S(=O)(=O)NCC3CCN(C(=O)OC(C)(C)C)CC3)s2)cs1	5	2	-3	-19	3.9	-5	19	-2	9.3%
O=C(NCc1ccon1)C1CCC(=O)N(CCc2ccc(Cl)cc2)C1 (configuration not stated)	-1	-3	2	-3	-0.1	-11	1	1	-2.6%
C=CCn1c(Oc2ccc(C(=O)OC)cc2)nc2c1c(=O)n(C)c(=O)n2C	6	-3	-3	6	0.3	-7	3	3	2.8%
O=C(c1ccc(Oc2ccc([N+](=O)[O-])cc2)cc1)N1CCCCCC1	-4	-3	-2	3	-1.0	4	11	-1	2.4%
CNC(=O)COC(=O)c1cc2c(C)nn(-c3ccc(F)cc3)c2s1	-15	-4	6	14	-0.9	4	1	-4	16%
CCc1nc(SCC(=O)Nc2ccc(N(C)C)cc2)c2ccccc2n1	4	2	8	-2	-0.4	8	1	0	0.0%
Fc1ccccc1/C=C1\CCCC2=C1NC(=S)NC2c1ccccc1F (configuration not stated)	14	-1	-3	-2	0.2	-4	-1	3	-0.6%
CSc1ccccc1NC(=O)c1ccc(Cl)s1	-10	12	-4	-4	0.1	0	1	-10	-0.4%
CCC1CCCCN1CCCNC(=O)c1ccc2c(c1)sc1nc(-c3ccc(F)cc3)cn12 (configuration not stated)	1	nt	9	nt	0.3	-2	-1	-2	3.4%
Nc1ccc(Cl)c[n+]1Cc1cccc2cccnc12	4	-5	-6	-4	0.7	2	4	-2	3.9%
COc1ccc(C(=O)OCc2csc(C)n2)c(O)c1	-16	6	0	-7	-3.8	-9	4	1	-0.1%
O=C(NC(=S)N1CCN(c2ccc([N+](=O)[O-])cc2)CC1)c1ccccc1F	-17	0	-1	-3	-0.4	-25	-1	-8	-2.2%
CC1CCN(C(=O)COC(=O)CCCN2C(=O)c3cccc4cccc(c34)C2=O)CC1	-22	-3	0	-3	-0.7	6	-2	-2	4.8%
Cc1ccc2c(=O)cc(C(=O)Nc3sc4c(c3C(=O)NCc3cccnc3)CCCC4)oc2c1	-7	-4	-1	nt	0.0	-11	2	0	-0.5%
CCCC(=O)N/N=C1\CS(=O)(=O)N(C)c2ccsc21	-10	7	-1	-11	0.0	-5	4	-4	-1.3%
COc1cc2c(cc1OC)C(c1ccco1)CC(=O)N2 (configuration not stated)	nt	-7	5	-9	0.2	-1	-1	2	2.2%
CC(C)OCCCn1c(=O)c2ccccc2n2c(CCC(=O)N3CCN(c4ccccn4)CC3)nnc12	-29	-16	-10	25	67*	13	2	-3	19%

# Compounds above with a nitro group on carbon, in the order listed:
compound	RXFP1 antagonist	D2 PAM	TRHR PAM	D2 antagonist	D2 ag	D1 antagonist	D1 ag	D1 PAM	RXFP1 ag
CCN(c1ccccc1)S(=O)(=O)c1ccc(C(C(=O)OC)C(=O)OC)c([N+](=O)[O-])c1	-24	-4	2	5	-0.6	6	1	-4	1.0%
O=C(c1ccc(Oc2ccc([N+](=O)[O-])cc2)cc1)N1CCCCCC1	-4	-3	-2	3	-1.0	4	11	-1	2.4%
O=C(NC(=S)N1CCN(c2ccc([N+](=O)[O-])cc2)CC1)c1ccccc1F	-17	0	-1	-3	-0.4	-25	-1	-8	-2.2%

# The list goes on.
compound	RXFP1 antagonist	D2 PAM	TRHR PAM	D2 antagonist	D2 ag	D1 antagonist	D1 ag	D1 PAM	RXFP1 ag
COc1ccc(NC(=O)Cn2c(=O)n(-c3ccccc3)c(=O)c3ccc(C(=O)NCc4ccc5c(c4)OCO5)cc32)cc1	-19	12	13	nt	0.9	-9	6	0	17%
Cc1nnc(SCC(=O)Nc2c(C)n(C)n(-c3ccccc3)c2=O)n1Cc1ccccc1	-39	-9	-1	7	0.0	0	0	-1	0.8%
COc1cccc(NC(=O)c2ncc(Cl)c(Cl)c2Cl)c1	-8	-3	5	-4	0.6	3	1	-8	1.9%
Cc1cc[n+](-c2nc3ccccc3nc2[N-]S(=O)(=O)c2ccccc2)cc1	nt	15	3	5	0.8	4	2	0	-0.4%
COc1cccc(OCC(=O)Nc2ccccc2NC(C)=O)c1	4	3	-5	2	0.7	17	12	-1	-1.9%
COc1ccc(CCn2c(-c3cc([N+](=O)[O-])cc([N+](=O)[O-])c3)nc3nc4ccccc4nc32)cc1OC	-2	-2	-3	8	0.1	-3	1	-2	1.3%
O=C(CCN1C(=O)/C(=C\c2cccc(Br)c2)SC1=S)NCCCN1CCOCC1	5	-4	4	7	-0.2	-14	3	-5	-4.5%
O=C(CSCc1cc(=O)n2nc(C3CC3)sc2n1)Nc1ccccc1Cl	-3	1	1	-18	0.7	0	2	-2	1.7%
COc1ccc(C(=O)C2CCCN(Cc3cnc(N4CCOCC4)s3)C2)cc1F (configuration not stated)	-20	5	-2	3	0.6	7	6	-7	0.0%
COc1ccccc1CN1CC(C(=O)N2CCOCC2)CCC1=O (configuration not stated)	6	-14	-4	1	0.9	-11	2	-3	-1.4%
FC(F)(F)c1ccc(N=Cc2sc(N3CCOCC3)nc2-c2ccccc2)cc1	-9	6	-4	12	0.0	1	3	9	6.7%
N#Cc1cccc(N=c2ssnc2Cl)c1	-12	6	-3	5	0.5	-12	6	1	3.4%
CC(=O)c1cccc(NC(=O)CCNS(=O)(=O)c2cccc3nonc23)c1	-14	-6	-5	2	-0.1	3	2	0	0.8%
CC(Cc1ccccc1)C(=O)NCc1ccccn1 (configuration not stated)	nt	16	1	-1	-0.2	-3	-3	-3	0.9%
O=C(O)C1CCN(c2ccc(Cl)nn2)CC1	6	-2	-6	-9	0.2	3	4	-1	-1.6%
CC(C)C[C@H](NC(=O)OC(C)(C)C)C(=O)N[C@@H](CO)[C@H](O)[C@@H]1C[C@@H]1C(=O)NC1CC1	nt	10	2	-19	0.6	6	3	-1	0.7%
CCCCCN1CC(=O)N2[C@@H](Cc3c([nH]c4ccccc34)C2(C)C)C1=O	9	22	6	-18	2.0	4	0	-3	-0.6%
O=C(N/N=C/c1cccc(Oc2ccccc2)c1)c1cccc(O)c1	3	-6	-7	-1	0.0	-13	0	5	-0.3%
COC(=O)c1cc(Br)c(N)cc1OC	12	0	-1	-2	0.0	nt	-1	-4	-1.5%
CCC(c1nnnn1C(C)C)N1CCN(C2CCCC2)CC1 (configuration not stated)	-6	-7	0	-2	-0.1	-10	2	2	-1.2%
O=c1[nH]c2ccc(Cl)cc2c(-c2ccccc2)c1[N+](=O)[O-]	nt	-3	-2	-14	0.5	-8	2	0	0.3%
Cc1cc(C)n(S(=O)(=O)c2ccc(C(C)(C)C)cc2)n1	2	nt	3	3	-0.2	-16	13	-5	0.9%
CC1CCC(C#N)(N(C)C(=O)CSc2nnc(C3CC3)n2C2CC2)CC1 (configuration not stated)	5	1	-1	nt	nt	-6	1	-5	0.7%
CCOC(=O)Cc1[nH]nc2c1C(c1ccoc1)C(C#N)=C(N)O2 (configuration not stated)	-11	-2	-14	12	0.1	-5	3	-2	-2.2%
CSc1cc(-c2ccccc2)n(Cc2c(Cl)cccc2Cl)c(=O)c1C#N	2	-5	-1	1	0.2	-12	1	2	12%
CCN(CC)C(=O)C(=O)c1cn(CC(=O)NCC2CCCO2)c2ccccc12 (configuration not stated)	15	-1	-2	-6	-2.2	-21	0	9	-0.4%
O=C1C(=O)N(CCN2CCOCC2)C(c2ccccc2F)/C1=C(\O)c1ccc(S(=O)(=O)N2CCOCC2)cc1 (configuration not stated)	5	-5	1	14	-0.3	-7	3	-4	0.4%
CCCCNC(=O)c1cnc2sc(N3CCCCCC3)nn2c1=O	?	-7	1	nt	-0.1	8	0	-6	-0.6%
Brc1c(CSc2nc3ccccc3s2)nc2ncccn12	-1	1	6	2	-0.2	11	2	-3	7.3%
C=CCOC(=O)C1=C(C)Nc2ncnn2C1c1cc(Br)ccc1F (configuration not stated)	-12	11	1	-21	0.5	-7	2	-8	-0.1%

# Some of the compounds tested, so the mix of outcomes need not match the whole.
